Screening results as filed in PubChem BioAssay.
pPAFAH inh: pPAFAH (human) enzyme inhibition; recombinant pPAFAH, FP-rhodamine probe fluorescence polarization; hit rate 1.5% among 330,000; Q13093; inhibition, % at 3.39 µM;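 active = inhibition above the mean inhibition across the screen plus 3 SD, cut at about 25% in these data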;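 also: inhibitors block binding of the rhodamine activity-based probe so polarization drops; 0% = enzyme with DMSO and 100% = wells lacking pPAFAH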
GSTO1 counter: blocks human GSTO1 in RBBP9 counter-screen; P78417; recombinant GSTO1, activity-based probe fluorescence polarization; inhibition, % at 5.96 µM; hit rate 1.1% among 300,000; AID 1974;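 active = inhibition above the campaign mean inhibition plus 3 SD, cut at about 35% in these data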;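 also: 0% = GSTO1-1 with DMSO and 100% = wells lacking GSTO1-1 enzyme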
LYPLA2 counter: counter-screen for PME1 inhibitors: inhibitors of human LYPLA2 | hit rate 0.38% among 320,000 | AID 2177 | O95372 | inhibition, % at 5.9 µM | recombinant LYPLA2, FP-Rh probe fluorescence polarization;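 active = inhibition above the screen-wide mean plus 3 SD, limit set per campaign, cut at about 26% in these data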;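 also: 0% = LYPLA2 with DMSO and 100% = wells lacking LYPLA2 enzyme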
LYPLA1 counter: blocks human lysophospholipase 1, a PME1 counter-screen; recombinant LYPLA1, FP-Rh probe fluorescence polarization; inhibition, % at 5.9 µM; hit rate 0.16% among 320,000; O75608; AID 2174;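 active = inhibition above the mean of all tested compounds plus 3 SD, set per campaign, cut at about 14% in these data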;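 also: inhibitors block serine hydrolase probe labeling of LYPLA1 so polarization falls; 0% = enzyme with DMSO and 100% = wells lacking LYPLA1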
PAFAH1B3 FP inh: blocks human PAF acetylhydrolase 1B catalytic subunit 3 | recombinant PAFAH1B3, FP-rhodamine probe, fluorescence polarization | hit rate 0.28% among 340,000 | AID 492972 | inhibition, % at 3.39 µM;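 active = inhibition above the screen-wide average of all tested compounds plus 3 SD, cut at about 25% in these data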;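 also: 0% = enzyme with DMSO only and 100% = wells lacking PAFAH1B3 protein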
Target sequence (Q15102 whole entry, looked up): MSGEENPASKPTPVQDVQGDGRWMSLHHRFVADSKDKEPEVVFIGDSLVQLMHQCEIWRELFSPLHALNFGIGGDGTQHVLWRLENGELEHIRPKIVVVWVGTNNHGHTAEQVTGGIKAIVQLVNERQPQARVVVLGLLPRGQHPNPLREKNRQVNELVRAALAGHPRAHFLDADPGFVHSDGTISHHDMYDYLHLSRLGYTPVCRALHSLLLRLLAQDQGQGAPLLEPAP
PAFAH1B2 inh: PAFAH1B2 (human) inhibition | P68402 | recombinant PAFAH1B2, FP-rhodamine activity probe, fluorescence polarization | inhibition, % at 3.39 µM | hit rate 1.2% among 340,000 | AID 492953;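 active = inhibition above the mean of all tested compounds plus 3 SD, cut at about 24% in these data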;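 also: 0% = enzyme with DMSO and 100% = wells lacking PAFAH1B2; many of its hits are not listed in these tables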
PAD4 FP inh: PAD4 (human) enzyme inhibition. hit rate 0.41% among 330,000. inhibition, % at 6.36 µM. recombinant PAD4, RCA probe fluorescence polarization. AID 485272. Q9UM07;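 active = percent inhibition above a cutoff equal to the mean of all tested compounds plus 3 SD, cut at about 15% in these data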;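 also: 0% = PAD4 with RCA probe and DMSO and 100% = probe without PAD4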
PREPL inhibitor: inhibits the human prolyl oligopeptidase-like enzyme | Q4J6C6 | recombinant PREPL, fluorescence polarization activity-based probe | inhibition, % at 5.96 µM | hit rate 0.68% among 320,000 | AID 2751; in the data active = inhibition above about 43%;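 also: 0% = enzyme with DMSO and 100% = wells lacking enzyme; many of its hits are not listed in these tables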
Target sequence (Q4J6C6 whole entry, looked up): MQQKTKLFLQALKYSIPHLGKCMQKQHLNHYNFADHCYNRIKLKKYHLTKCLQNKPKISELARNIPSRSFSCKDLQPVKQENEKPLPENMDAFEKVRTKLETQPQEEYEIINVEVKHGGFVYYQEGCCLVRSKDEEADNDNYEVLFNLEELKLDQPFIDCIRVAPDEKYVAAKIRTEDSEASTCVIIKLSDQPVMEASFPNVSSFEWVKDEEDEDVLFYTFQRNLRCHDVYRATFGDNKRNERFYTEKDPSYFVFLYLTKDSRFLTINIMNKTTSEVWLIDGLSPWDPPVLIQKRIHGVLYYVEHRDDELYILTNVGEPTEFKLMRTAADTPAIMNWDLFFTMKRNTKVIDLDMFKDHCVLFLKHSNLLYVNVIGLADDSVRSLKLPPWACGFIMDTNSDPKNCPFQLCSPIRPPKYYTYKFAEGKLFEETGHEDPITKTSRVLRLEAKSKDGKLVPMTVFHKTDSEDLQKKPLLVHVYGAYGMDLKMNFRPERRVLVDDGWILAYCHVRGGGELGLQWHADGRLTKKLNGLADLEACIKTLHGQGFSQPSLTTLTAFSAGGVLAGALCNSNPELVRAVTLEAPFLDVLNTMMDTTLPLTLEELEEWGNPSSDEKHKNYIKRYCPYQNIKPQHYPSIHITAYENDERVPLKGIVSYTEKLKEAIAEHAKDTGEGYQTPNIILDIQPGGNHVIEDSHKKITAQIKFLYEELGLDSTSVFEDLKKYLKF
PAFAH2 FP inh: inhibitors of human PAFAH2 | Q99487 | recombinant PAFAH2, FP-rhodamine activity probe, fluorescence polarization | inhibition, % at 3.39 µM | hit rate 0.99% among 340,000;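 active = inhibition above the mean over all tested compounds plus 3 SD, cut at about 30% in these data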;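 also: inhibitors block probe labeling of enzyme so polarization drops; 0% = enzyme with DMSO and 100% = wells lacking PAFAH2 protein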
Starred values were filed as active, the others as inactive; . = not tested or not shown. An excerpt, so the mix of outcomes need not match the whole.

SMILES	pPAFAH inh	GSTO1 counter	LYPLA2 counter	LYPLA1 counter	PAFAH1B3 FP inh	PAFAH1B2 inh	PAD4 FP inh	PREPL inhibitor	PAFAH2 FP inh
CN1C(=O)CC(N2CCN(CC(N)=O)CC2)C1=O (configuration not stated)	2	-5	-1	0	1	8	0	2	1
COc1ccc(C(=O)Nc2nnc(Cc3ccc(OC)c(OC)c3)s2)cc1	0	-2	-4	2	1	7	-4	12	4
COc1ccc(-c2cc(C)no2)cc1S(=O)(=O)NCCCN1CCN(c2ccccc2)CC1	0	0	10	3	10	2	-3	-14	2
NC(=NC1CCCCC1)NS(=O)(=O)c1ccccc1	3	-2	3	-1	5	10	1	0	11
O=C(O)CCn1cc(/C=C/C(=O)c2ccc(Cl)cc2)c(-c2cccc(Br)c2)n1	1	-43	-2	-4	-3	51*	-3	9	7
O=C(NCc1ccccc1)C1CCCN(c2nc3ccsc3c(=O)s2)C1 (configuration not stated)	0	-4	0	1	6	8	0	1	6
COc1ccccc1C(=O)N/N=C(\C)c1cccnc1	3	-1	4	0	5	0	-3	-5	1
Oc1ccccc1C1=NOC(O)(C(F)F)C1 (configuration not stated)	3	10	-1	2	8	9	-2	-8	-8
CCCNC(=O)COC(=O)c1ccccc1C(=O)N(C)C1CCCCC1	3	5	-1	2	-7	5	-1	-2	9
Cc1ccc([N+](=O)[O-])c2c1C(N1CCCC1)C(C)(C)O2 (configuration not stated)	-6	-1	-2	-1	9	-2	2	20	-12
Cn1nnnc1NCc1ccc(Cl)c(Cl)c1	8	2	0	0	11	0	-3	-9	-5
Fc1cccc(Cl)c1CSc1ccc(-c2ccco2)nn1	16	3	-1	3	9	-2	-1	-8	10
Cn1cnc(S(=O)(=O)Nc2ccc3c(c2)OCCO3)c1	-2	4	-4	1	.	.	1	-9	.
Cc1ccc(NC(=O)C2CCN(S(=O)(=O)c3cccs3)CC2)cc1C	-3	3	1	0	-2	-1	-3	-20	3
COC(=O)C(C)Sc1ccc2nnc(-c3cccc(F)c3)n2n1 (configuration not stated)	4	6	0	0	-6	5	0	6	14
O=c1[nH]c(CN2CCN(c3ccccn3)CC2)nc2c(Br)cc(Br)cc12	-1	-8	5	-2	7	0	-1	14	5
O=C1CC2(CCOCC2)Oc2ccc3ccccc3c21	5	-1	-6	-2	-6	1	-3	-43	2
CCS(=O)(=O)N1Cc2ccccc2CC1C(=O)Nc1ncc(C)s1 (configuration not stated)	-1	3	4	3	1	2	-6	3	4
CCCc1cc(=O)[nH]c(SCC(=O)c2ccc3c(c2)NC(=O)CO3)n1	2	-2	-1	-1	2	-2	-1	-9	-3
O=C(NNC1=NCCCCC1)Nc1ccc(Cl)cc1	1	3	-4	-2	11	7	-7	-2	5
COC(=O)N/N=C(/c1ccccc1)C1CCCCC1	0	5	2	0	.	.	3	5	.
O=C(Cc1ccccc1[N+](=O)[O-])NCc1ccccc1Cl	3	1	5	4	7	2	2	7	0
Clc1ccc(Oc2nc3c(Cl)cccc3s2)cc1Cl	-1	-2	1	0	6	-3	4	-2	7
N#C/C(=C/Nc1ccccc1)c1ccsc1	13	2	1	0	8	2	0	28	8
CCOC(=O)c1cnc2c(-c3cccc(Br)c3)cnn2c1C	-1	6	3	-4	9	-5	3	4	10
COc1ccc(-n2c(C)cc(C(=O)CSc3nnc(-c4ccoc4C)n3C)c2C)cc1	-3	1	-9	-6	5	-5	2	18	3
CC[C@]12c3[nH]c4ccc(OC)cc4c3CCN1C(=O)C(CC(=O)NCc1ccco1)C[C@@H]2C(=O)N1CCN(C(=O)c2ccco2)CC1 (some centres not stated)	5	.	.	.	11	1	-2	.	6
COc1ccc(C(=S)N2CCOCC2)cc1OC(=O)c1ccccc1Cl	2	7	1	0	8	4	-3	4	2
CCOC(=O)N/N=C/C(Cl)=C/c1ccccc1	1	-3	-4	-1	4	4	-3	6	9
Cc1ccc(C)c(NS(=O)(=O)c2c(C)nn(C)c2C)c1	3	-2	9	-1	-3	3	4	10	1
CSCCC(NC(=O)c1ccccc1Br)C(=O)NC(C)CCc1ccccc1 (configuration not stated)	6	-1	0	0	0	-2	1	4	-3
Cc1cc(C)nc(-n2nc(C)c3c(C(F)F)cc(C)nc32)n1	-3	-1	-6	-2	6	5	-9	4	-11
CCOC(=O)c1ccc(CNC(=O)c2cc(COc3ccccc3SC)on2)o1	-1	-1	-7	-4	-6	2	-6	-2	-4
Cc1cc2cc(CNC(=O)COc3ccccc3)ccc2n1C	17	4	8	7	8	13	33*	52*	17
COCCn1c(SCCN2CCOCC2)nc2c1c(=O)[nH]c(=O)n2C	4	4	-3	2	8	4	-3	-6	2
COc1cc(C(=O)N2CC(C)OC(C)C2)c([N+](=O)[O-])cc1OC (configuration not stated)	4	-3	7	0	3	1	7	4	-8
OCCNCCOc1ccccc1-c1ccccc1	4	7	6	1	-1	5	-1	-1	-5
CCOC(=O)C1=C(CN2CCSCC2)NC(=O)NC1c1ccc2c(c1)OCO2 (configuration not stated)	1	2	-7	4	0	1	0	6	5
CCN1CCN(CC(O)COc2ccc3c(c2)CCC3)CC1 (configuration not stated)	-1	14	9	-4	5	8	-4	8	-7
Cc1cc(C)n(C(=O)c2ccc(NC(=O)C3CC3)cc2)n1	9	3	-4	3	2	4	5	2	2
Cc1cc(C)cc(-n2ncc3c2CCCC3NC(=O)CCN2CCCC2=O)c1 (configuration not stated)	10	-6	0	1	2	1	0	-1	28
CNC(=O)c1nc(C)n(-c2ccc([N+](=O)[O-])cc2)n1	0	1	-2	-3	5	5	-2	-3	-6
N#C/C(=C\c1ccc(Oc2ccc(C(F)(F)F)cc2[N+](=O)[O-])cc1)c1nc2ccccc2[nH]1	3	-10	-3	-1	-16	-4	-2	37	-27
CCCOC(=O)c1ccc(Oc2cn[nH]c2-c2ccc(OCC)cc2O)cc1	13	3	-12	-7	18	1	1	-4	7
COc1cc2c(cc1OC)C(Nc1ccccc1)=NC(C)(C)C2	-3	-2	3	2	5	1	-1	5	0
CN(CC(=O)Nc1ccc(C#N)cc1)CC(=O)Nc1ccc(N2CCOCC2)cc1	7	4	8	3	5	6	0	29	1
COc1ccc(CC(=O)O/N=C(\N)Cc2ccc(OC)c(OC)c2)cc1	1	10	1	3	9	1	-3	3	3
COc1cccc(-c2nc(S(=O)(=O)c3ccccc3)c(N3CCOCC3)o2)c1	-5	4	5	1	-5	3	3	-1	-6
CCOc1ccc(-n2ccnc(SCC(=O)Nc3ccc(OC)cc3OC)c2=O)cc1	0	-7	-4	2	-4	-1	13	11	-3
CSc1cccc(NC(=O)/C=C/c2ccco2)c1	25*	-5	-13	-8	-4	-2	-10	19	0
Cc1ccc(C(=O)N(Cc2sccc2C)C2CCS(=O)(=O)C2)cc1 (configuration not stated)	1	0	-1	0	8	-4	-2	-6	-5
COc1cccc(S(=O)(=O)Nc2ccc(C(=O)NCc3ccco3)cc2)c1	-2	2	7	3	5	0	0	0	-4
Cc1ccnc(NC(=O)c2ccc(S(=O)(=O)NCc3ccco3)cc2)c1	1	1	1	0	4	2	1	-4	0
COc1cc(C(=O)Nc2cccc(S(=O)(=O)N3CCCC3)c2)cc(OC)c1C	1	-25	-19	-16	-7	-2	-4	-13	-8
CC(OC(=O)CSc1ccc([N+](=O)[O-])cc1)C(=O)NC1CC1 (configuration not stated)	1	.	2	3	-2	9	1	2	0
Cc1nc2nc(CNC(=O)OC(C)(C)C)nn2c(C)c1CCC(=O)Nc1ccc2c(c1)OCO2	7	-5	4	5	-2	1	-5	3	1
N#CC(C(=O)NC1CC1)c1nc2ccccc2nc1N1CCN(C/C=C/c2ccccc2)CC1 (configuration not stated)	5	3	6	0	9	8	-9	25	10
O=C(c1cccc(O)c1)N1CCN(C(=O)C2CC2)CC1	-2	.	.	.	6	3	-3	15	0
CCSc1nnc(-c2ccncc2)n1Cc1ccccc1	1	-1	1	4	-6	2	-1	1	2
O=C(Cn1cc2c(n1)CCCC2)NC1CCN(Cc2ccccc2)CC1	6	4	2	4	8	4	-2	1	-4
The results go on:
SMILES	pPAFAH inh	GSTO1 counter	LYPLA2 counter	LYPLA1 counter	PAFAH1B3 FP inh	PAFAH1B2 inh	PAD4 FP inh	PREPL inhibitor	PAFAH2 FP inh
NC(=O)CSc1nc2scc(-c3ccc(Cl)cc3)c2c(=O)n1Cc1ccccc1	-12	-3	-4	1	8	1	-3	3	-2
CCO/N=C/c1ccc(OC)c(Oc2nc(OC)cc(OC)n2)c1	-1	3	1	-1	-3	-3	-5	5	-7
COc1ccc(CNC(=O)CN=C2NC(=O)C(c3ccccc3)(c3ccccc3)N2)cc1	-2	1	-1	-3	1	0	-1	8	1
CCOc1cc(C=O)cc(Br)c1OCC(N)=O	-4	0	-4	-4	0	4	10	1	4
c1cncc(CNC2CCCc3ccccc32)c1 (configuration not stated)	6	0	3	-1	3	0	-3	4	-8
COc1ccc(-c2[nH]ncc2CNCCn2cccn2)c(F)c1	1	-12	-2	1	2	5	0	11	1
c1ccc(-n2cc(CN3CCC(N4CCOCC4)CC3)c(-c3ccc4c(c3)OCO4)n2)cc1	4	-6	0	-4	12	2	1	22	3
COc1ccc(/C=C2\SC(=S)N(CCCC(=O)NC3CCCC3)C2=O)cc1OC	-5	-7	-2	-1	5	-4	-2	2	-12
CC(C)(C#CCN1CCCC1)OCCC#N	-2	0	-2	-2	0	2	2	-4	-2
COc1cccc(S(=O)(=O)N2CCOCC2)c1	6	4	4	0	5	1	2	12	-11
COc1ccc(CNC(=O)CN(CCC(C)C)S(=O)(=O)c2ccc3c(c2)OCCO3)cc1	6	7	-5	2	5	8	-2	-4	1
Cc1ccc(OCc2nnc(NC(=O)OCC(C)C)s2)c(C)c1	2	1	-1	0	.	.	-2	-2	.
O=C(COC(=O)Cc1ccc(Cl)cc1)Nc1ccc(OC(F)F)cc1	29*	3	2	-2	-5	-1	0	-12	-2
CN(C)CCn1c2c(c(SCC(=O)Nc3ccccc3)nc1=O)CCCC2	2	25	-1	1	13	6	1	1	5
O=C(NNC(=O)c1cnccc1C(F)(F)F)c1cccc(Cl)c1	-4	8	-6	-3	5	0	4	-6	1
CC[C@@]12C(=O)N(c3cccc(Cl)c3)C(=O)N1[C@H](c1ccc(Br)cc1)[C@@H]1C(=O)N(C(C)(C)C)C(=O)[C@@H]12	2	2	-2	-1	13	3	0	-42	-9
O=C1c2ccccc2S(=O)(=O)N1CC1CC(c2ccccc2)=NO1 (configuration not stated)	5	5	6	3	3	3	4	2	3
CN(C(=O)COc1ccc(Cl)cc1Cl)c1nnc(C23CC4CC(CC(C4)C2)C3)s1	6	4	3	-1	3	0	0	3	1
Cc1occc1-c1nnc(SCC(=O)Nc2c(F)cccc2F)n1C	3	3	6	2	4	0	-3	15	-2
O=C(CCCCl)NC(=S)Nc1ccc(N2CCOCC2)cc1	3	6	4	0	.	.	-7	1	.
Brc1c(CSc2nncc3ccccc23)nc2ccccn12	3	7	2	1	4	5	5	0	-5
O=C(NC1CC2CCC(C1)N2Cc1nnnn1Cc1ccco1)NC12CC3CC(CC(C3)C1)C2 (configuration not stated)	0	3	4	-4	6	15	-5	2	10
